Screens as filed in PubChem.
Scp-1 inhibitor – Scp-1 phosphatase inhibitors, primary screen, biochemical, colorimetric, uHTS | Carboxy-terminal domain RNA polymerase II polypeptide A small phosphatase 1 (Homo … | inhibition, % at 20 µM | 0.88% of 340,000 active | Recombinant Scp1, phosphopeptide, malachite green phosphate absorbance | AID 493091, 2011;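 active = inhibition above about 50% at 20 µM, limit read from the data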;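 also: plate controls were DMSO wells with enzyme for no effect and wells lacking enzyme for full effect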
Target sequence (Q9GZU7 76-261 limits assumed): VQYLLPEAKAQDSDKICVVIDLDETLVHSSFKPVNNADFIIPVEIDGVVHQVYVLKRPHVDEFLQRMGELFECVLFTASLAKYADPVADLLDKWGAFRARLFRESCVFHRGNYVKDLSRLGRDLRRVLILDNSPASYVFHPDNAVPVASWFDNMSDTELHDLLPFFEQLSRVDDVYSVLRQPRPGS
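Material: truncated SCP-1 phosphatase (76-261aa) / Buffer or medium: 50 mM Tris acetate pH 5.5, 0.005% Tween-20, 10 mM MgCl2 / Compound dosing: one concentration, 20 µM, with 1.0% DMSO / Incubation: 45 min room-temperature reaction, 5 min colour, 30 min stabiliser / Detection: colorimetric free-phosphate detection, absorbance 630 nm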
DNMT1 inh – human DNMT1 methyltransferase inhibitors, primary screen, biochemical, molecular beacon, fluorescence, HinP1I cleavage, uHTS; DNA (cytosine-5)-methyltransferase 1 (Homo sapiens), P26358; 0.83% of 360,000 active; AID 588458, 2011; inhibition (reported as % activation of signal), % at 10 µM; in the data active = inhibition above about 50%
bovine MsrA act – bovine MsrA enzyme activators, primary screen, biochemical, absorbance, HTS; Methionine sulfoxide reductase A (Bos taurus); purified bovine MsrA, absorbance read-out; activation, % at 10.6 µM; 0.3% of 360,000 active; in the data active = activation above about 7.5%;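 also: 0% = vehicle and 100% = reference activator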
NRP1-CendR mod – modulators of CendR peptide binding to NRP-1, primary screen, biochemical, fluorescence polarization, uHTS; FAM-RPARPAR peptide binding to NRP-1; 0.85% of 360,000 active; inhibition, % at 25 µM;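 active = inhibition or corrected inhibition above about 18%, plus a signal ratio from 0.5 to 1.5, limit read from the data, passing the limit was not always enough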; also: strong numbers were not always called active
eLon inh – inhibitors of E. coli Lon protease, primary screen, biochemical, fluorescence polarization; inhibition, % at 7.94 µM; AID 602123, 2011; 0.42% of 360,000 active; purified E. coli Lon protease; P0A9M0; in the data active = inhibition above about 13%, passing the limit was not always enough;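 also: 0% = enzyme with probe and DMSO and 100% = no enzyme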
STEP block – STEP phosphatase inhibitors, primary screen, biochemical, fluorescence intensity, uHTS; recombinant STEP, OMFP fluorogenic substrate; Tyrosine-protein phosphatase non-receptor type 5 (Homo sapiens), P54829; 0.25% of 360,000 active; inhibition, % at 20 µM;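 active = inhibition at 20 µM, scaled per plate between control wells, above about 37%, limit read from the data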;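 also: 0% = DMSO with enzyme and substrate and 100% = substrate only without enzyme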
Target sequence (P54829 whole entry, looked up): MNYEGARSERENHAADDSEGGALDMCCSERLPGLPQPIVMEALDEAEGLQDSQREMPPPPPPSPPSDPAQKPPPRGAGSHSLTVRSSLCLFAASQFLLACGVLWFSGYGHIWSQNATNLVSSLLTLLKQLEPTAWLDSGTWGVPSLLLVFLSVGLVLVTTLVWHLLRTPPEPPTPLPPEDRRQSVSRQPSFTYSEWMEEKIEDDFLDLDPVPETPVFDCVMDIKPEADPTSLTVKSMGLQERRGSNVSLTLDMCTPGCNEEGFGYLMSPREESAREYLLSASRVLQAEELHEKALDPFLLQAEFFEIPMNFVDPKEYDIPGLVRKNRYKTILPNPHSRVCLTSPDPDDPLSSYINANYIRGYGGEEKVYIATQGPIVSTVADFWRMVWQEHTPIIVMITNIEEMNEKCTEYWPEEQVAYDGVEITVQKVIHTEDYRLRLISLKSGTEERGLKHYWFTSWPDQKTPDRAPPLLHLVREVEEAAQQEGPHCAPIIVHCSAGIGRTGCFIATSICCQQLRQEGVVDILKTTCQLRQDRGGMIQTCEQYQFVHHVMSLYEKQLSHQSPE
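Material: STEP (striatal-enriched tyrosine phosphatase) enzyme, cell-free; Compound dosing: 20 µM single dose in 1% DMSO; Technique: fluorescence read at 480 nm ex / 540 nm em; Times: reaction 20 min, ambient temperature; Medium: 50 mM Bis-Tris pH 6.0 with 2.5 mM DTT and 0.005% Tween 20; Also added: OMFP at 25 µM.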
Tb MetRS inh – T. brucei MetRS inhibitors, primary screen, biochemical, luminescence; methionyl-tRNA synthetase (Trypanosoma brucei brucei); purified T. brucei MetRS, ATP depletion, Kinase-Glo luminescence; inhibition, % at 11.9 µM; 0.4% of 360,000 active;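 active = inhibition above a per-plate cutoff of the control wells' mean inhibition plus 3 SD, cut at about 5.5% in these data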;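 also: 0% = DMSO wells median and 100% = median of wells with control inhibitor compound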
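Material: parasite MetRS enzyme / Replication: singlicate, one well per compound / Signal: luminescence of leftover ATP / Schedule: 2 h aminoacylation at 25 °C after 15 min preincubation / Medium: HEPES-MgCl2-KCl buffer plus DTT, spermine, BSA, pyrophosphatase / Doses: 11.9 µM single point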
LMPTP inh – LMPTP phosphatase inhibitors, primary screen, biochemical, fluorescence intensity, uHTS. AID 651560, 2012. inhibition, % at 20 µM. Low molecular weight phosphotyrosine protein phosphatase (Homo sapiens), P24666. recombinant LMPTP-A, OMFP fluorogenic substrate. 0.22% of 360,000 active;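 active = compounds that cut the enzyme signal by at least half of the control window in the single-dose screen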;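 also: plate controls were DMSO wells with enzyme plus substrate for no effect and substrate without enzyme for full effect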
Target sequence (P24666 whole entry, looked up): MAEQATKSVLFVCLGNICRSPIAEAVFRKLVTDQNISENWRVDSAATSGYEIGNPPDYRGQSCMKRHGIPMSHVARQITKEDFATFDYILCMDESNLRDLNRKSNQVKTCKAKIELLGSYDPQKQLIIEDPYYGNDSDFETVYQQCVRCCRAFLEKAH
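Test system: LMPTP-A, protein tyrosine phosphatase of low molecular weight; Input: 0.625 nM enzyme; Incubation: 50 min dark incubation at room temperature; Signal: endpoint fluorescence intensity from OMFP dephosphorylation; Read-out basis: % inhibition versus control wells.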
SUMO1 PPI mod – modulators of SUMO1 protein-protein interactions, primary screen, biochemical, uHTS. AID 602429, 2012. inhibition, % at 20 µM. SUMO1 binding to a labelled peptide, TR-FRET, 1 h. 0.33% of 360,000 active; in the data active = inhibition above about 37%
Target sequence (P63165 whole entry, looked up): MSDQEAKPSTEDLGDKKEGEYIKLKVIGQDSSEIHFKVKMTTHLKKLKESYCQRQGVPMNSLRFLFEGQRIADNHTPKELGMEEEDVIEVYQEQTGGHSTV
MsrA inh – bovine MsrA enzyme inhibitors, primary screen, biochemical, absorbance, HTS; Methionine sulfoxide reductase A (Bos taurus); purified bovine MsrA, absorbance read-out; inhibition, % at 15.5 µM; 0.75% of 360,000 active; in the data active = inhibition above about 4.5%;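 also: 0% = vehicle wells with enzyme and 100% = reference inhibitor wells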
Active calls of the source: *; / = no result given.

Scp-1 inhibitor	DNMT1 inh	bovine MsrA act	NRP1-CendR mod	eLon inh	STEP block	mol	Tb MetRS inh	LMPTP inh	SUMO1 PPI mod	MsrA inh
-1.8	1.9	-1.7	0.0	15.1	-0.5	CCN(CC(=O)N1CCC(C(N)=O)CC1)S(=O)(=O)c1ccc(Cl)cc1	-0.5	0.6	3.7	0.2
/	-2.4	-0.3	3.7	11.7	0.3	COc1cccc(C(O)c2ncc(-c3cccc(F)c3)[nH]2)c1 (stereo unspecified)	0.7	-0.7	-2.0	0.8
0.9	-3.6	2.4	-2.3	7.7	-0.4	S=c1[nH]nc(-c2ccco2)n1-c1ccc(Cl)cc1	0.2	0.6	3.6	2.2
-9.8	-6.2	0.6	-4.0	-3.2	-0.3	Cc1cc(C(=O)NCCN2CCN(c3cccc(Cl)c3)CC2)n(-c2ccccc2)n1	-0.2	0.4	1.4	0.4
4.5	1.3	-4.2	-5.0	4.2	-2.0	COc1cc2c(cc1OC)-c1cc(Nc3ccccc3Br)nc(=O)n1CC2	-1.1	-1.5	13.0	7.5*
/	-22.7	-0.5	-7.0	0.3	2.7	Cc1cccnc1C(NC(=O)C1CCN(CCOc2ccc(Cl)cc2Cl)CC1)c1ccc(Cl)cc1 (stereo unspecified)	-0.3	3.8	-3.2	0.5
-4.6	0.7	-1.9	-4.9	2.0	0.9	COc1ccc(-c2nnc(SCc3cc(C)ccc3C)n2N)cc1	0.0	0.3	3.4	-0.5
8.2	-1.8	-5.4	3.5	-11.7	0.2	C=C1[C@H](C)CN(S(=O)(=O)C(C)(C)C)[C@H]1CCO	-1.1	0.0	0.5	-0.4

Profiles, quoted from the list. Screens in order: Scp-1 inhibitor, DNMT1 inh, bovine MsrA act, NRP1-CendR mod, eLon inh, STEP block, Tb MetRS inh, LMPTP inh, SUMO1 PPI mod, MsrA inh
COc1ccc(-c2nnc(SCc3cc(C)ccc3C)n2N)cc1 is entered as -4.6, 0.7, -1.9, -4.9, 2.0, 0.9, 0.0, 0.3, 3.4, -0.5
C=C1[C@H](C)CN(S(=O)(=O)C(C)(C)C)[C@H]1CCO is entered as 8.2, -1.8, -5.4, 3.5, -11.7, 0.2, -1.1, 0.0, 0.5, -0.4
Cc1cc(C(=O)NCCN2CCN(c3cccc(Cl)c3)CC2)n(-c2ccccc2)n1 is entered as -9.8, -6.2, 0.6, -4.0, -3.2, -0.3, -0.2, 0.4, 1.4, 0.4
COc1cc2c(cc1OC)-c1cc(Nc3ccccc3Br)nc(=O)n1CC2 is entered as 4.5, 1.3, -4.2, -5.0, 4.2, -2.0, -1.1, -1.5, 13.0, 7.5*

The results go on.
Scp-1 inhibitor	DNMT1 inh	bovine MsrA act	NRP1-CendR mod	eLon inh	STEP block	mol	Tb MetRS inh	LMPTP inh	SUMO1 PPI mod	MsrA inh
-3.4	-8.1	-1.4	9.9	2.8	-0.4	CC(=O)NC(=O)NC1OC(=O)C(Cl)=C1Cl (stereo unspecified)	-0.9	-1.0	-0.2	1.2
-2.6	2.2	-0.3	-2.0	-10.7	0.6	CCc1ccc(C(=O)NNc2ccccc2F)cc1	0.6	0.0	-2.2	0.8
-10.9	-2.7	-4.7	-3.3	5.2	1.6	Cc1ccc(N=CC2=C(O)CC(c3ccccc3Cl)CC2=O)cc1 (stereo unspecified)	-0.1	1.5	-0.9	2.3
-10.4	-2.4	0.4	5.0	-6.6	0.9	O=C(CCOc1ccccc1)N1CCN(c2ccc(O)cc2)CC1	0.0	8.6	-1.0	-0.2
28.0	-1.8	-1.2	-3.6	-6.3	-2.3	CC(=O)Oc1ccc(/C=N/NC(=O)C2CCCN2S(=O)(=O)c2ccc(Cl)cc2)cc1 (stereo unspecified)	4.1	-2.1	-1.6	-1.4
-2.2	1.2	-1.4	14.6	-3.2	-1.1	Cc1nc([N+](=O)[O-])c(N2CCN(Cc3ccccc3)CC2)n1Cc1ccccc1	-0.5	0.1	-3.6	0.5
-6.3	-2.9	-0.8	6.9	-0.1	-1.5	COc1ccc(CCNC(=O)COC(=O)c2cnc(C)cn2)cc1OC	-0.5	-0.2	0.6	-0.1
88.2*	88.0*	-2.5	-8.8	0.8	36.1	Cc1cccc(NC(=O)Cn2c(O)c(N=NC(=O)c3ccccc3O)c3ccccc32)c1	-0.4	35.4	-8.4	0.4
-2.2	-1.6	-0.3	1.1	-3.1	-0.7	C=CCNC(=S)NNC(=O)c1cccn(Cc2ccc(Cl)cc2Cl)c1=O	1.5	0.2	-6.5	1.2
41.6	-1.5	-1.9	4.5	3.8	0.8	Cc1ccc(S(=O)(=O)NCC(=O)OCC(=O)N2CC(=O)Nc3ccccc32)cc1	-0.2	-1.1	0.7	0.1
1.1	1.7	-3.2	-5.5	-2.7	-0.6	COc1cc(OC)nc(NC(=O)CSc2nnc(-c3ccccc3)n2C2CCCCC2)n1	-0.8	-1.8	-1.5	1.4
-4.1	-1.8	-1.4	8.8	-0.5	-4.9	COc1ccc(OC)c(S(=O)(=O)N(C(C)=O)c2ccc3oc(=O)sc3c2)c1	0.0	0.1	1.3	0.0
/	-6.1	4.5	-7.9	-2.6	1.0	Cc1cccc2c(=O)n(C(=O)c3ccccc3)c(N)nc12	-0.1	0.4	2.2	-1.0
0.3	-0.4	-2.7	-0.8	-4.3	-0.6	CCCCc1c(O)nc(SCC(=O)Nc2ccc3c(c2)CCC3)[nH]c1=O	-0.2	0.2	3.1	1.0
-6.8	0.9	-0.9	-0.1	4.5	1.7	COc1ccc(C(=O)N2CCN(c3ccccn3)CC2)cc1	-1.2	2.7	0.8	-0.1
-8.2	3.0	-3.6	-3.9	-1.0	3.7	Cc1nc(SCC(=O)N2CCN(c3ccccn3)CC2)c(C#N)c(C)c1C	0.0	0.7	3.9	0.0
-5.8	1.7	-2.3	10.3	-9.4	3.5	COc1ccc(SC[C@H](Cc2ccccc2)N2CC[C@@H](O)CCC2=O)cc1	-0.3	-0.3	1.1	-0.6
/	4.9	-6.3	-12.4	-6.3	-2.0	CC(=O)Nc1cc(-c2cccnc2)cn2c(-c3ccc(F)cc3)cnc12	-0.4	-1.5	-20.5	0.6
-12.9	9.1	-4.3	-9.5	-0.7	-2.5	O=C(O)/C=C/c1coc2ccc(F)cc2c1=O	0.4	-0.1	-3.9	0.2
-7.5	0.8	-3.4	16.0	-8.8	0.3	COc1cc(/C=N/NC(=S)NCCc2ccccc2)cc(OC)c1OC	3.6	3.0	-7.2	1.6
4.0	-0.2	-0.7	-3.2	-11.3	-0.2	C/C=C(\C)C(=O)Nc1cccc(C2=NOC3(C2)C[C@@H](C(N)=O)N(C(=O)c2cc([N+](=O)[O-])cc([N+](=O)[O-])c2C)C3)c1 (stereo partly specified)	-0.2	0.1	-31.6	2.3
/	1.7	-8.0	0.0	4.3	2.1	S=c1nc(-c2ccccn2)c(-c2ccccn2)n[nH]1	-1.1	-0.9	-2.9	/
-0.7	1.9	-1.3	-7.7	-4.4	-1.2	CCCn1c(SCC(=O)NCc2ccccc2Cl)n[nH]c1=O	-0.2	0.1	6.1	0.5
-5.1	0.1	-3.1	-1.9	0.8	0.0	O=c1oc2ccccc2cc1N1CCOCC1	-0.2	0.2	-4.2	0.5
-5.9	-1.5	-2.0	-0.1	0.7	-2.4	CCC(C(=O)NCc1ccc(F)cc1)N(Cc1cccs1)C(=O)c1snc(C(N)=O)c1N (stereo unspecified)	0.4	0.6	-5.2	1.3
-7.2	-0.1	-3.8	4.7	0.0	-0.2	CCC1CCCCN1C(=O)Cn1c(=O)n(CCCC(=O)NCc2ccco2)c(=O)c2sccc21 (stereo unspecified)	-0.1	1.6	-4.6	0.7
/	3.9	-0.7	-7.2	-2.5	10.0	Cc1cc(C(=O)N2CCCC2(C)C(=O)NCC(C)C)nn1C(C)(C)C (stereo unspecified)	-0.2	0.2	6.2	1.3
-8.3	11.8	-1.7	-9.9	-4.1	-3.1	C[C@H](O)[C@@H]1C(=O)N2CCc3ccc(N4CCN(C)CC4)cc3[C@@H]2C[C@@H]1N(C)C(=O)c1ccc(C#N)cc1	0.1	-2.1	3.2	-0.5
-5.5	2.3	-2.0	-3.0	-10.0	3.9	O=C(COc1ccc2ccc(=O)oc2c1)N1CCN(c2ccc(F)cc2)CC1	0.0	-0.3	-3.5	0.5
6.4	-3.4	-10.1	5.5	-3.5	2.3	O=C(NCCC1=CCCCC1)c1cccc2c1C(=O)N(C1CCCCC1)C2	-1.1	3.9	2.1	-0.1
88.1*	87.6*	-4.6	16.2	-0.3	8.5	O=C(/C=C/c1ccc(Cl)c([N+](=O)[O-])c1)Nc1ccc(N2CCCC2)cc1	-0.9	10.7	-1.9	0.2
-6.4	1.1	-5.2	-11.1	-1.2	3.8	Cc1cc(C)nc(NC(=O)c2csnn2)c1	-0.2	-0.5	0.8	2.0
-1.1	-0.4	-5.3	12.4	-10.4	-2.3	CC(=O)Nc1cc2c3c(c1)CCC(=O)N3CCC2	-0.4	0.1	3.9	-0.3
/	/	-1.1	1.3	3.6	/	CCCCCCCCN1C(=O)[C@H](CC(=O)N2CCOCC2)C[C@@]2(C(=O)OC)CCCCC=C12	-0.2	-0.1	2.8	-0.2
2.8	-24.0	-3.2	-16.3	0.6	-1.0	c1cncc(Nc2nc(-c3cccs3)cs2)c1	-0.4	3.1	-15.6	/
-10.7	-5.5	-3.3	-0.9	-0.6	-3.0	Cc1cc(C)cc(C(=O)NC(CC(N)=O)c2ccc(N3CCN(c4ccccn4)CC3)c([N+](=O)[O-])c2)c1 (stereo unspecified)	0.5	0.1	-20.9	0.4
-9.1	2.9	-2.8	-6.0	-9.7	-2.4	N/C(=N\OC(=O)c1ccc(F)cc1)c1ccc(Br)cc1	1.7	-0.3	-1.3	-0.5
-1.0	-6.9	-1.6	12.0	5.1	2.7	COC(=O)CCCC1=CC2=CC(=O)C(C)(OC(=O)c3cccs3)C(=O)C2=CN1CCc1ccccn1 (stereo unspecified)	0.0	1.4	-7.5	0.4
-6.7	1.7	-1.7	7.4	-5.1	-0.2	COc1ccccc1NC(=O)C(C)OC(=O)C1CC(=O)N(c2ccc3c(c2)OCCO3)C1 (stereo unspecified)	-0.2	0.3	2.1	0.6
